GLS inhibitor: qHTS for Inhibitors of Glutaminase (GLS). AID 624170, 2012. Glutaminase kidney isoform, mitochondrial (Homo sapiens), O94925. 0.21% of 410,000 active. Potency, µM (titrated, usually from 45.5 µM), for the others: top-dose activity change, negative = inhibition, hits mostly inhibitors. GLS enzymatic activity, qHTS titration; note: potency is the fitted concentration of half-maximal effect; % is set by controls: 0 for no effect and ±100 for the full control effect
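Human kidney-isoform GLS in 45 mM KH2PO4 pH 8.2, 0.02% Tween-20, with compound, started with 1mM L-Glutamine (added stock). Glutamate oxidase/HRP/Amplex red coupled fluorescence read at start and after 30 min at RT.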
HP1b chromo inh: HTS for Inhibitors of HP1-beta Chromodomain Interactions with Methylated Histone Tails | 0.56% of 390,000 active | Chromobox protein homolog 1 (Homo sapiens), P83916 | AlphaScreen HP1-beta / biotin-H3K9me3 peptide binding | Potency, µM (series often up to 114 µM), without a hit: top-dose activity change, negative = inhibition, actives largely listed as inhibitors | AID 540317, 2011; note: potency is the fitted concentration of half-maximal effect; nearly all actives have a fitted effect of over 70% in size; inactives centre near 23
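HP1-beta protein (50 nM final) preincubated 30 min at room temperature with biotinylated H3(1-18)K9me3 peptide (50 nM) in PBS pH 7.4, 0.01% Tween-20, then compound added for 30 min. AlphaScreen streptavidin donor/nickel chelate acceptor beads (10 ug/mL final), 30 min dark, luminescence read.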
G9a inh: qHTS Assay for Inhibitors of Histone Lysine Methyltransferase G9a. Histone-lysine N-methyltransferase EHMT2 (Homo sapiens), Q96KQ7. G9a H3K9 monomethylation, AlphaScreen, 2 h. 8.8% of 350,000 active. Potency, µM (doses to about 102 µM), for inactives: at the top dose activity, negative = inhibition, hits mostly inhibitors; note: potency is the fitted concentration of half-maximal effect; % is set by controls: 0 for no effect and ±100 for the full control effect; nearly all actives have a fitted effect of over 75% in size
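Readings reflect AlphaScreen signal from monomethyl-H3K9 antibody detection. HMT at 20 nM; substrate b-H3K9 500 nM; cofactor SAM 20 uM; 2 h RT reaction; compounds tested as titrations in qHTS with 15 min preincubation.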
PGK inhibitor: qHTS Assay to Find Inhibitors of Phosphoglycerate Kinase. Phosphoglycerate kinase, glycosomal (Trypanosoma brucei brucei), P07378. PGK/GAPDH coupled, Kinase-Glo luminescence, 60 min. Potency, µM (top dose mostly 57.5 µM), inactives show at the highest dose activity change, negative = inhibition, actives largely listed as inhibitors. 0.043% of 380,000 active. AID 602233, 2012; note: potency is the fitted concentration of half-maximal effect; % is set by controls: 0 for no effect and ±100 for the full control effect; nearly all actives have a fitted effect of over 60% in size
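Luminescent ATP detection (Kinase-Glo Plus) follows a 60-minute room-temperature incubation, with wells lacking PGK as controls. Buffer: 100 mM TEA (pH 7.6), 5 mM MgCl2, 0.01% Tween-20. Coupling enzyme GAPDH (100 nM final) supplies unstable 1,3-BPG in-well.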
PI4K2A block: qHTS for small molecular inhibitors of PI4K2A; Phosphatidylinositol 4-kinase type 2-alpha (Homo sapiens), Q9BTU6; purified PI4K2A, ADP-Glo luminescence, 1 h; stronger effect = lower value; activity change, negative = inhibition, % at 76.9 µM; 0.13% of 420,000 active; in the data active = activity change below about -50%; inconclusive = mostly about -30% to -49%;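 note: -100% = wells without enzyme as full effect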
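Compounds are screened against recombinant PI4K2A using PI as substrate and ATP, the latter dispensed at 300 microM. Reactions run one hour at ambient temperature before ADP-Glo detection; full inhibition defined by wells lacking enzyme.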
ERG Ets-DNA blk: qHTS for Small Molecule Inhibitors of the ERG Ets/DNA interaction | AID 624246, 2012 | fluorescence polarization, His-ERG Ets domain / labelled DNA | Potency, µM (series often up to 76.9 µM), inactives show at the top dose FP activity, negative = inhibition, actives largely listed as inhibitors | 0.028% of 370,000 active; active = well fitted inhibition curve with a large enough effect in the polarisation, with a control signal flat; inconclusive = small, poorly fitted or top-dose-only effect, or effect the other way, or a change in a side signal; inactive = no such curve, though single readings can be large or run the other way; the % refers to the polarisation;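 note: polarization taken with two DNA probes labelled with fluorescein and Texas red; potency is the fitted concentration of half-maximal effect; % of control where 0% means no effect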
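His-tagged ERG Ets domain (1 uM in the protein solution; 300mM KCl, 50mM Tris-HCl, 1mM EDTA, 1mM DTT, pH 7.5) received compound, then a probe mix of 5 nM fluorescein-DNA and 100nM Texas-615-DNA. Fluorescence polarization was read for both dyes.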
BAZ2B inh: qHTS Assay for Inhibitors of BAZ2B | Bromodomain adjacent to zinc finger domain protein 2B (Homo sapiens), Q9UIF8 | 4.4% of 360,000 active | Potency, µM (doses to about 114 µM), inactives show at the top dose activity change, negative = inhibition, hits mostly inhibitors | AlphaScreen BAZ2B-H3K14Ac peptide displacement; note: potency is the fitted concentration of half-maximal effect; % is set by controls: 0 for no effect and ±100 for the full control effect; nearly all actives have a fitted effect of over 60% in size
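BAZ2B 50 nM plus b-H3(5-23)K14Ac 50 nM, PBS pH 7.4/0.01% Tween-20, 30 min RT; compound added (max 110 uM), 30 min RT; streptavidin donor/Ni-chelate acceptor beads 10 ug/mL final, 20 min dark; AlphaScreen read.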
JMJD2A Tudor: qHTS Assay for Inhibitors of JMJD2A-Tudor Domain; Potency, µM (doses to about 114 µM), for inactives: top-dose activity change, negative = inhibition, usual class: inhibitors; Lysine-specific demethylase 4A (Homo sapiens), O75164; 4.4% of 390,000 active; AlphaScreen JMJD2A-Tudor / H3K4me3 peptide binding; AID 504339, 2011; note: potency is the fitted concentration of half-maximal effect; % is set by controls: 0 for no effect and ±100 for the full control effect; nearly all actives have a fitted effect of over 50% in size
Target sequence (O75164 whole entry, looked up, the tested form may be a part): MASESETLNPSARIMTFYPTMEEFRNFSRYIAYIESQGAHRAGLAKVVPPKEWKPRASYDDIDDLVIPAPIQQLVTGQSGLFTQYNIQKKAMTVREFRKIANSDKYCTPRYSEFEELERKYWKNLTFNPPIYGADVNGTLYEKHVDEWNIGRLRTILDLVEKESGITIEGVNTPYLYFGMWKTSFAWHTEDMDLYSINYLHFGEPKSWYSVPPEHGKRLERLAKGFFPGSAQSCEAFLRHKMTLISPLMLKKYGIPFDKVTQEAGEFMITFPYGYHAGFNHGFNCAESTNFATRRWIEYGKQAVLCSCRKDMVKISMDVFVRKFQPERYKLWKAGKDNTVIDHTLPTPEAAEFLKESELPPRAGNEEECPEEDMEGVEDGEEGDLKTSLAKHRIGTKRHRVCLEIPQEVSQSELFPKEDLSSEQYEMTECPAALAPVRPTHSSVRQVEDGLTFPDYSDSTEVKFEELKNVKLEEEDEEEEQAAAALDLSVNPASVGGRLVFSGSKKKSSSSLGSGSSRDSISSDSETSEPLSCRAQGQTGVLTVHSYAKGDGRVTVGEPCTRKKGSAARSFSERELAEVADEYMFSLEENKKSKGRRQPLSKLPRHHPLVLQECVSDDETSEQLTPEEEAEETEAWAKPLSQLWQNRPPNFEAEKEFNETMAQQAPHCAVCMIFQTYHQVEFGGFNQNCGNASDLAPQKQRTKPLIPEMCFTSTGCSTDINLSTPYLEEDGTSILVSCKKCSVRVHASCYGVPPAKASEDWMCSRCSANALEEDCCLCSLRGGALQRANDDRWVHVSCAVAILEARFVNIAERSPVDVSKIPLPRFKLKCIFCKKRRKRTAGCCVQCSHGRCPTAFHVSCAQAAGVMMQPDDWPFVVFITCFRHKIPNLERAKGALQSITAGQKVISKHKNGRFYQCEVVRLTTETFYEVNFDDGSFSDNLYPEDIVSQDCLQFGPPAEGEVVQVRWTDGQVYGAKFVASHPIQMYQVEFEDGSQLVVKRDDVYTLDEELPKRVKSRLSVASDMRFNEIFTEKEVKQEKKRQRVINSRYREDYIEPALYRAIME
Pin1 inh: qHTS Assay to Find Inhibitors of Pin1; Peptidyl-prolyl cis-trans isomerase NIMA-interacting 1 (Homo sapiens), Q13526; Pin1 FP peptide displacement, HiFluor488, 10 min; Potency, µM (highest dose often 115 µM), for the others: at the highest dose activity, negative = inhibition, actives largely listed as inhibitors; 0.009% of 390,000 active; active = well fitted inhibition curve with a large enough effect in the polarisation, with a control signal flat, not every such curve was filed as active; inconclusive = small, poorly fitted or top-dose-only effect, or effect the other way, or a change in a side signal; inactive = no such curve, though single readings can be large or run the other way; the % refers to the polarisation; note: potency is the fitted concentration of half-maximal effect; % is set by controls: 0 for no effect and ±100 for the full control effect
* = called active by the depositor; i = inactive; ? = inconclusive; nt = not tested or not shown; & = joins results of further samples; [ ] = dose if it differs, or a comment. Unless noted, calls come from the whole dose curve; as a rule, active = well fitted curve in the direction sought with a large enough effect; inconclusive = small, poorly fitted or top-dose-only effect, or another doubt; inactive = no such curve, though single readings can be large; an effect the other way counts as inactive or inconclusive.

SMILES	GLS inhibitor	HP1b chromo inh	G9a inh	PGK inhibitor	PI4K2A block	ERG Ets-DNA blk	BAZ2B inh	JMJD2A Tudor	Pin1 inh
COc1ccc(N2C(=O)[C@@H]3[C@H](C2=O)[C@H]2C=CC=NN2[C@@H]3C(=O)Nc2ccc(Cl)cc2)cc1	0%	-6%	7.1µM*	i	3	-6%	-33%	?	3%
C[C@@H]1CN([C@@H](C)CO)C(=O)c2cc(N(C)C)ccc2O[C@@H]1CN(C)Cc1ccncc1	26%	45%[activator]	nt	i	0	-8%	nt	-2%	0%
COc1ccc(-n2cc(CN(C)Cc3n[nH]c(=O)[nH]3)c(-c3cccc(F)c3)n2)cc1	-16%	39%	?	-1%	-3	13%	-29%	-8%[57.1 µM]	-3%
N#C/C(=C\N1CCN(Cc2ccc3c(c2)OCO3)CC1)c1nc2ccccc2s1	-2%	-9%	40µM*	-2%	3	4%	-5%	?	?
NS(=O)(=O)c1ccc(CCNC(=O)c2ccc(OCC3CCCO3)cc2)cc1 (stereo unspecified)	6%	6%	3%	3%	0	0%	6%	-7%	5%
CNc1ncnc2sc(-c3ccccc3)cc12	-8%	32%	-3%	-2%	3	-1%	11%	-5%	10%
CC(C)N1CCN(Cc2ccc(C#CC(C)(C)O)s2)CC1CCO (stereo unspecified)	2%	8%	nt	1%	-12	20%	7%	-40%	3%
CC(=O)Oc1ccc(N2C(=O)C3C4C=CC(CC4)C3C2=O)cc1[N+](=O)[O-] (stereo unspecified)	-12%	43%	nt	-7%	-3	7%	?	-17%	-1%
COc1ccc(C(C)NC(=O)Cc2cccs2)cc1 (stereo unspecified)	6%	8%	29%	-7%	5	9%	-14%	-13%	-2%
CCCn1c(=O)c2c(C(=O)OCC)cc(-c3ccco3)nc2n(CCC)c1=O	0%	18%	5%[59 µM]	4%	1	0%	8%	7%	4%
Cc1ccc2cccc(NC(=O)c3ccc(-c4cc(Cl)ccc4Cl)o3)c2n1	-13%	14%	-9%[59 µM]	i	-3	1%	-14%	-7%	-2%
N#CC1(c2ccccc2)CCN(S(=O)(=O)c2ccc(OC(F)(F)F)cc2)CC1	-12%	59%[activator]	51%[activator]	-1%	7	5%	-2%	15%	2%
CCC(C)[C@H](NC(=O)NCc1ccc(Cl)cc1)C(=O)O (stereo partly specified)	-9%	19%[57 µM]	nt	-13%	2	-8%	3%	2%	-15%
CC1CCC2(CC1)NC(=O)N(CC(=O)Nc1ccc3c(c1)OCO3)C2=O (stereo unspecified)	2%	33%	nt	-2%	-1	9%	nt	-19%	-1%
COc1ccc2oc(=O)c(C(=O)NCc3ccc(C)cc3)cc2c1	-5%	22%	34%	-10%	-5	8%	-5%	0%	1%
CC(C)CC(NC(=O)C1CCCCC1)C(=O)NCc1ccccn1 (stereo unspecified)	-9%	14%	9%[59 µM]	3%	6	-7%	10%	-8%	0%
COc1ccccc1NC(=O)C(C)Sc1nccn1C (stereo unspecified)	5%	41%[activator]	0%[59 µM]	-9%	-2	-3%	5%	-19%	-2%
N#CCCN(C(=O)COC(=O)Cc1c[nH]c2ccccc12)c1ccccc1	-3%	21%	13%[0.501 µM]	-2%	-1	4%	-1%	-12%	0%
COc1ccc(Oc2nccc(-c3ccc(Cl)cc3)n2)cc1	0%	26%	2%[59 µM]	0%	-3	4%	8%	-10%	0%
COc1ccc(Cn2c(CO)cnc2SCC(=O)Nc2cccc(NC(C)=O)c2)cc1	3%	34%[activator]	18%[0.0925 µM]	3%	0	4%	?	-13%	2%
CC1Cc2ccccc2N1S(=O)(=O)c1cccc(C(=O)NC2CC2)c1 (stereo unspecified)	3%	25%	13%[59 µM]	3%	3	-1%	6%	4%	-7%
O=C(O)CSCC(=O)NCc1ccc(Cl)cc1	4%	25%	?	0%	3	-4%	-22%	-6%	2%
COc1ccccc1Oc1ccccc1C(=O)O	7%	18%	-2%[12.7 µM]	-4%	-1	4%	4%	?	?
CCOc1cc(NC(=O)c2cccs2)c(OCC)cc1NC(=O)CCC(=O)NCC1CCCO1 (stereo unspecified)	-4%	30%	9%	i	0	5%	-18%	-7%	-2%
CCC(C(=O)NC1CCCC1)N(C(=O)c1snc(C(N)=O)c1N)c1ccc(OC)c(OC)c1 (stereo unspecified)	-1%	-8%	10%	i	9	6%	-21%	-16%	-6%
O=C(CSc1c[nH]c2ccccc12)NCc1ccc2c(c1)OCO2	11%	2%	?	0%	1	-5%	4%	-27%	-4%
C/C(=N\N=C(/N)SC1CC(=O)N(c2ccc(Cl)cc2)C1=O)c1cccs1 (stereo unspecified)	2%	14%	40µM*	8%	2	-5%	?	?	0%
CN/N=C(\Cc1nc2ccccc2[nH]1)c1ccc([N+](=O)[O-])cc1	3%	2%	?	-1%	2	0%	?	?	1%
CC12CCC(C(=O)N(CC(O)CN3CCCCCC3)C1=O)C2(C)C (stereo unspecified)	13%	51%[activator]	22%[59 µM]	-8%	-5	8%	2%	-11%	-1%
COC(=O)c1ccc(NC(=O)CCS(=O)(=O)c2ccc(Br)s2)cc1	2%&-1%	3%&49%	-2%[59 µM]	9%&0%	2&6	-1%&-2%	0%&-3%	-18%&-11%	?
Brc1cccc(-c2nnn3c2nc(NCc2ccc4c(c2)OCO4)c2ccccc23)c1	0%	49%[activator]	-27%[59 µM]	1%	2	2%	10%	11%	0%
COc1ccc2oc(C(=O)Nc3nc(-c4ccccn4)cs3)c(C)c2c1	6%	10%	50µM*	i	-9	2%	0%	-22%	32%[activator]
CC(C)[C@H](NC(=O)c1ccccc1Cl)C(=O)OCC(=O)NC(=O)NC1CCCC1	0%	36%	15%	i	1	-5%	-14%	-4%	-17%
O=C(Nc1cccc(C(F)(F)F)c1)Oc1ccc(Cl)c2cccnc12	-18%	3%[57 µM]	132%[activator]	10%	-14	6%	18µM*	40µM*	10%
c1ccc(OCc2nn3c(-c4cccnc4)nnc3s2)cc1	1%	33%	17%[12.7 µM]	7%	-1	-3%	24%	-5%	2%
COC(=O)C(Cc1c[nH]c2ccccc12)NC(=O)C(C)C (stereo unspecified)	-2%	37%	-5%	7%	4	1%	-5%	1%	-11%
CCCCCCSc1cc(-c2nc3ccc(C)cn3c2NCCCC)ccc1OC	21%	9%	nt	1%	-4	5%	nt	?	-3%
O=C(NC1CCCCC1)c1ccc(COc2ccccc2)o1	0%	12%	-27%	i	2	5%	-4%	-13%	-10%
O=C1CCCN1c1ccc(S(=O)(=O)NCCc2ccc(Cl)cc2)cc1	-3%	63%[activator]	-5%	-3%	-1	3%	3%	-9%	7%
O=C(NC(=S)Nc1ccccc1N1CCCC1)c1ccc(F)cc1	33%	50µM*	32µM*	-4%	-1	0%	25µM*	35µM*	4%
O=C(/C=C/c1ccccc1)OCc1cnc(Cl)s1	5%	32%[activator]	177%[activator]	i	4	5%	94%[activator]	-15%	-2%
O=C(CSc1nnnn1-c1ccc(O)cc1)Nc1ccc(N2CCOCC2)c(Cl)c1	4%	5%	-44%	-3%	-3	4%	?	-13%	-8%
Cc1cc(C)c(NS(=O)(=O)c2ccc3c(c2)n(C)c(=O)n3C)c(C)c1	-3%	15%	11%	-2%	-3	7%	-6%	-20%	1%
COC(=O)[C@@]12CCCCN1[C@H](c1ccc(-c3cccc(Cl)c3)cc1)[C@@H]1C(=O)N(C)C(=O)[C@@H]12	-2%	8%	nt	8%	1	1%	nt	-28%	5%
COC(=O)[C@@H](NC(=O)Nc1ccc(OC)cc1)C(C)C	4%	31%	-8%[59 µM]	-4%	0	-3%	4%	-6%	4%
COC(=O)c1c(C)[nH]c(C(=O)/C=C/c2ccccc2F)c1C	0%	15%	0%	2%	1	-15%	2%	-7%	-4%
N#Cc1ccccc1OCC(=O)OCCCOC(=O)COc1ccccc1C#N	3%	17%	nt	1%	0	9%	-12%	-10%	-1%
Cc1ccc(C)c(OCCC(=O)NNC(=O)c2ccncc2)c1	9%	-6%	-6%	-6%	0	-15%	5%	-14%	-2%
CCOC(=O)C1C(c2ccc([N+](=O)[O-])cc2)C2C(=O)NN=C2CC1(C)O (stereo unspecified)	26%	28%	8%	-9%	4	0%	-9%	-10%	2%
